N-glyco inh = blocks N-linked glycosylation in D54 reporter cells. AID 588692. reporter increase, % at 12.5 µM. D54 ERlucT glycosylation luciferase reporter, 24 h; percent of 100 nM tunicamycin response. actives 0.23% (n = 360,000);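 active = mean luciferase reporter signal, scaled so untreated is 0 and the glycosylation-blocking control 100, at or above a set limit in every replicate; inconclusive = mean reaches the limit but not every replicate does; inactive = mean below the limit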;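 note: luciferase carries N-glycosylation sites so blocking glycosylation raises the light; 0% = median of neutral control wells and 100% = median of 100 nM tunicamycin wells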
Exocytosis inh = lytic granule exocytosis inhibition | TALL-104 LAMP-1 surface exposure, flow cytometry; cells stimulated with thapsigargin and PMA | inhibition, % at 10 µM | actives 0.66% (n = 360,000) | AID 651702;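 active = inhibition above about 55%, limit read from the data; inconclusive = no clear call, values can overlap the other calls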
aDG glyco up = alpha-DG glycosylation activation; actives 0.22% (n = 360,000); Pro5-aDG cells, alpha-DG glycosylation AlphaScreen (IIH6); 0% Pro5, 100% B10-LARGE cell signal; activation, % at 10 µM; AID 624168;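 active = activation of at least 8% versus controls, or a plate z-score of at least 8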;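 note: Pro5 are CHO cells carrying HIG-tagged alpha-DG that lacks glycosylation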
MC4R ag barr = human MC4R agonism via beta-arrestin; U2OS MC4R beta-arrestin complementation, luminescence; percent of melanotan II response, DMSO zero; AID 540308; activation, % at 8.9 µM; actives 0.98% (n = 360,000); P32245;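 active = activation above a per-plate cutoff, the mean activation of sample wells on that plate plus 3 SD, cut at about 8% in these data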
H9c2 protect = myocardial damage modulation in H9c2 cells. H9c2 cardiomyocytes, H2O2 injury protection, ATPLite, 2 h. protection from H2O2 cell death, % at 20 µM. AID 588492. actives 0.63% (n = 360,000);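 active = compounds giving at least 50% protection of heart cells from peroxide-induced death in the single-dose screen, raw or plate-pattern-corrected value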;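 note: 0% = DMSO wells with peroxide and 100% = DMSO wells without peroxide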
ABCB6 inh 2 = inhibitors of human ABC transporter ABCB6; Q9NP58; K562-ABCB6 porphyrin accumulation, flow cytometry, 1 h; stronger effect = lower value; fluorescence ratio to DMSO, % at 10 µM; actives 0.19% (n = 360,000); AID 602162;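 active = fluorescence ratio to DMSO below 75%, the collection mean minus 3 SD; inconclusive = too few cells collected in the well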;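 note: signal is porphyrin accumulated inside mitochondria; 100% equals median channel fluorescence of DMSO control wells; lower ratio means ABCB6 inhibition with less porphyrin fluorescence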
Target sequence (Q9NP58 whole entry, looked up): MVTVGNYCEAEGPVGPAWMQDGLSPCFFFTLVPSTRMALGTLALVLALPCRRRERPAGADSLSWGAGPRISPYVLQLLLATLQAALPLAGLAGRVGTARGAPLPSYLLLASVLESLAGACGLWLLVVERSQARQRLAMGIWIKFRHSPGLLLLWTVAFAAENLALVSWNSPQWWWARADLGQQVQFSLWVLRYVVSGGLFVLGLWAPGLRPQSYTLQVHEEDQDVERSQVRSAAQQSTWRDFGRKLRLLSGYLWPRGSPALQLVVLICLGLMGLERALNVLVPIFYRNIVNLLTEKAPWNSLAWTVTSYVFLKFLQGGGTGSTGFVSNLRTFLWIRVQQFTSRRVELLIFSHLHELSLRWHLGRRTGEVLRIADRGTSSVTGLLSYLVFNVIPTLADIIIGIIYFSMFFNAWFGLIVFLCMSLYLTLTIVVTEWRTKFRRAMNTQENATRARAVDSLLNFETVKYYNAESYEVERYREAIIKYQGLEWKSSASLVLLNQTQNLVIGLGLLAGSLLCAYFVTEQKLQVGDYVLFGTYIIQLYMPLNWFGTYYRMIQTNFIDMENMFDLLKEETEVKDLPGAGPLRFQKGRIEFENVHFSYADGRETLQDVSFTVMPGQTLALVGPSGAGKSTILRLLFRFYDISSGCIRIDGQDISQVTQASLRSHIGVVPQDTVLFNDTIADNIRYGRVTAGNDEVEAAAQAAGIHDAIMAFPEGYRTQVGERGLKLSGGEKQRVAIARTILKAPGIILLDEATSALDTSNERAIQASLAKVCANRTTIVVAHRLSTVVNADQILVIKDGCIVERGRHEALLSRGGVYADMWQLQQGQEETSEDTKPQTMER
ABHD5 PLIN5 PPI = ABHD5-PLIN5 protein interaction inhibition | actives 0.78% (n = 360,000) | Q00G26+Q8WTS1 | Split G. princeps luciferase complementation, luminescence, 4 h | inhibition, % at 4 µM | AID 602281;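 active = inhibition above the mean inhibition across every tested compound plus 3 SD, cut at about 22% in these data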;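 note: 0% = DMSO only wells and the 100% control is not disclosed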
MC4R antag cAMP = antagonists of human melanocortin 4 receptor (MC4R); actives 0.48% (n = 360,000); MC4R-expressing cells, MTII-stimulated cAMP, LANCE TR-FRET; inhibition, % at 6.5 µM; P32245; AID 540295;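 active = inhibition above its plate's cutoff, the mean of tested wells on that plate plus 3 SD, cut at about 29% in these data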;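 note: 0% = Melanotan II alone and 100% = Melanotan II plus saturating MCL0020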
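Material – human MC4R-expressing U2OS cells · Repeats – no replicates · Detection – TR-FRET with Eu-cAMP and labeled anti-cAMP, 671 nm · Times – compound 30 min, challenge 1 h, detection 1 h · Compound – single nominal compound dose of 6.5 µM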
iPSC survival up = hiPSC single-cell survival enhancement; ATPlite luminescence; 100% = ROCK inhibitor wells, 0% = DMSO; survival enhancement, % at 20 µM; actives 0.044% (n = 360,000); AID 602274; in the data active = survival enhancement above about 18%;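 note: cells exposed to compounds for 16 hours before the ATP read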
HTR2A ag = activates the mouse 5-HT2A serotonin receptor; CHO-K1 mHTR2A beta-arrestin complementation, luminescence; percent of 30 µM serotonin response; activation, % at 7.6 µM; P35363; actives 0.66% (n = 360,000); AID 624169;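 active = activation above a run cutoff, the mean activation of all tested compounds plus 3 SD, cut at about 14% in these data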;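 note: 0% = plate median of compound wells and 100% = 30 µM serotonin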
Active calls of the source: *; ? = inconclusive; · = no result given.

Value order – N-glyco inh	Exocytosis inh	aDG glyco up	MC4R ag barr	H9c2 protect	ABCB6 inh 2	ABHD5 PLIN5 PPI	MC4R antag cAMP	iPSC survival up	HTR2A ag
> CC(=O)Nc1ccc(N2CCCCC2)cc1
    1	-2	0.0	0.7	1	96	-2	7	2.0	2
> Cc1cc(C)cc(NC(=S)NN)c1
    2	-2	4.8	-0.1	8	90	-3	4	-0.8	3
> CCn1cc(-c2cc(C(=O)O)c3ccccc3n2)cn1
    -4	-8	-0.5	0.9	-18	96	3	17	-2.2	5
> C=CCSc1nnnn1-c1ccc(OC)cc1
    0	-10	0.0	-1.2	-1	100	2	1	0.7	0
> Nc1nonc1-n1nnc(C(=O)N/N=C/c2ccccc2Cl)c1CN1CCOCC1
    3	-2	0.0	-0.8	0	100	1	2	1.3	-4
> COCCOC(=O)C1=C(C)Nc2ncnn2C1c1ccc(F)cc1 (stereo not drawn)
    3	8	-0.1	-1.8	-1	99	3	-1	-0.4	-3
> CCCSC(=S)c1c(C)[nH]n(-c2ccccc2)c1=O
    0	4	0.2	-1.8	-9	102	-4	3	0.6	0
> O=C(Nc1ccc(Cl)cn1)c1cccc(S(=O)(=O)N2CCCCC2)c1
    -3	8	0.0	-1.6	-4	87	-3	6	-0.3	-3
> Cn1cccc1C(C#N)c1ccccc1C#N (stereo not drawn)
    -1	5	0.1	-3.2	5	102	5	13	-1.8	-4
> COc1ccccc1CN1CC(C(=O)N(C)CCOc2ccccc2)CCC1=O (stereo not drawn)
    1	0	-0.1	-3.9	4	98	2	7	-0.1	-3
> COc1cc(OC)cc(C(=O)Nc2ccc([N+](=O)[O-])cn2)c1
    -1	0	1.9	5.8	4	100	0	16	-1.2	0
> O=S(=O)(Nc1nc2c(s1)CCCC2)c1ccc(F)cc1
    -4	4	0.4	-2.0	0	99	-7	12	4.4	2
> CCC(CO)Oc1cc(NCc2ccc(C)cc2)c2ncn(C(C)C)c2c1 (stereo not drawn)
    5	-3	0.1	-1.0	-6	104	7	0	3.6	0
> Cc1[nH]n(C(N)=S)c(=O)c1N=Nc1ccc(Br)cc1
    -10	-2	0.0	-2.9	3	100	7	-3	-0.1	-8
> COc1ccc(OC)c(C2=NS(=O)(=O)N(C)C(C(=O)Nc3ccc(C(C)=O)cc3)=C2)c1
    0	0	1.1	-2.4	-9	99	0	16	-0.6	-3
> CCOc1ccccc1C(=O)Nc1ccc(C(=O)c2ccccc2)cc1
    5	60*	0.1	0.8	-6	97	-5	2	0.3	-8
> COc1ccc(CCC(=O)OCC(=O)c2ccc[nH]2)cc1OC
    4	2	0.0	-0.9	9	104	3	-2	0.4	-6
> O=C(/C=C/c1ccc([N+](=O)[O-])cc1)OCc1cnc(-c2ccccc2)o1
    1	16	0.1	-1.8	-6	104	-3	1	-0.6	1
> C=CCn1c(SC(C)C(=O)NCC2CCCO2)nnc1-c1ccc(OC)cc1 (stereo not drawn)
    2	-3	0.0	-0.9	-4	97	-6	2	-2.1	-4
> O=Nc1[nH]c(=O)c(/C=C(\O)c2ccccc2)nc1NO
    4	6	-0.2	1.6	0	?	-3	4	-0.8	1
> O=C(CCCn1c(=S)[nH]c2ccc(Br)cc2c1=O)NCC1CCCO1 (stereo not drawn)
    0	3	0.1	0.0	1	102	-2	8	-1.9	0
> CCOC(=O)c1nnn(CC(=O)Nc2cc(Cl)ccc2C)c1C(=O)OCC
    -1	-3	-0.1	-0.4	1	92	2	8	0.2	2
> CCCc1cc(Nc2ccccc2OCC)n2ncnc2n1
    3	-1	-0.2	3.0	-2	85	4	-6	6.1	-8
> NC(=O)c1ccccc1NC(=O)CC12CC3CC(CC(Br)(C3)C1)C2
    2	-6	0.0	-0.1	-1	101	4	1	0.1	9
> Cc1c(NC(=O)c2cc3ccccc3o2)cccc1-n1cnnn1
    1	-8	0.4	-1.2	2	97	-1	3	-1.8	-1
> Cc1nn(C(=O)c2ccco2)c(C)c1Sc1ccc(Br)cc1
    -1	-7	0.1	0.2	-10	101	1	11	0.2	-2
> CC(NC(=O)/C(=C\c1ccco1)NC(=O)c1ccccc1Br)C(=O)O (stereo not drawn)
    2	-2	0.0	-1.7	7	103	-9	1	-0.4	0
> CCOc1cc(N2CCOCC2)c(OCC)cc1NC(=O)COC(=O)c1cc(C)cc(C)c1
    1	6	-0.2	-0.9	-4	103	-1	6	1.2	-2
> CC1CCN(c2ccc3c(c2)S(=O)(=O)c2cccc(C(=O)NC[C@@H]4CCCO4)c2C3=O)CC1
    -4	0	-0.6	-1.4	3	107	5	4	-1.2	8
> COc1ccc(-c2cc(C(=O)Nc3cccnc3)no2)cc1OC
    -1	-14	0.0	1.6	18	94	1	-2	-0.1	11
> Nc1cc(-c2ccco2)no1
    3	6	0.1	-1.7	6	92	2	1	-2.5	-2
> Cn1cc(S(=O)(=O)N2CCN(c3ccccc3)CC2)c(=O)n(C)c1=O
    3	-1	0.4	-1.3	-4	98	-1	12	1.2	6
> Cc1[nH]n(-c2ccccc2)c(=O)c1/C=N/NC(=O)c1ccccc1F
    -5	-15	0.5	-0.6	19	101	-14	0	0.0	-3
> Cc1ccc(Cn2nc(C)c(NC(=O)c3noc4c3CCCCC4)c2C)cc1
    -2	-3	0.1	-1.3	3	98	-7	3	6.9	0
> CCOc1cc(/C=N/NC(=O)C(O)(c2ccccc2)c2ccccc2)ccc1OC(=O)c1ccco1
    2	2	0.0	0.7	20	96	-7	-7	-0.5	-2
> CCCC(=O)NC(c1ccc(OCC)cc1)c1ccc(OC)c(OC)c1 (stereo not drawn)
    -1	1	-0.1	1.9	3	100	-2	13	-0.2	-3
> O=S(=O)(NC1CC2CCC1C2)c1ccc2c(c1)OCCO2 (stereo not drawn)
    0	1	0.0	-1.5	-9	96	-2	0	-0.7	-4
> CCOc1ccc(C(=O)NC2CCN(S(=O)(=O)CC)CC2)cc1
    ·	4	0.0	-0.4	16	93	-3	5	-3.3	2
> CCc1ccc([C@H]2[C@@H]3C(=O)C[C@@H]4C(=O)N(Cc5ccccc5)C(=O)[C@@H]4[C@@H]3CN2S(=O)(=O)c2ccc(C)cc2)cc1
    -3	-2	0.3	·	3	94	-3	·	-0.8	1
> Cc1ccsc1C(=O)OCC(=O)c1cc(C)n(CC2CCCO2)c1C (stereo not drawn)
    -20	-1	0.6	-2.1	-34	95	2	4	-0.3	0
> C/C(=N\NC(=O)c1ccc(NS(=O)(=O)c2cccs2)cc1)c1ccc2ccccc2c1
    0	-1	-0.1	-0.9	-1	92	-12	-8	-0.5	-6
> CC(=O)NC(c1ccccc1)c1nc(-c2ccccc2C)cs1 (stereo not drawn)
    12	-3	0.5	0.3	3	97	2	4	3.0	-2
> COc1ccccc1S(=O)(=O)N(C)C[C@@H]1OCc2cnnn2CCCC(=O)N([C@@H](C)CO)C[C@H]1C
    1	14	-0.3	0.9	-1	102	6	-3	-1.9	-7
> O=C(CSCc1ccccc1Br)N/N=C/c1ccc2c(c1)OCO2
    -3	-1	1.6	-0.7	-11	95	1	6	0.8	1
> CCOc1ccc(NC(=O)C2CCCN2C(=O)OCc2ccccc2)cc1 (stereo not drawn)
    0	-2	0.2	0.1	4	104	-1	20	-2.3	0
> COC(=O)C[C@H](NC(=O)Cn1cnc(C(=O)Nc2ccc(C)c(C)c2)n1)C(=O)OC
    0	2	-0.1	0.3	-9	102	4	3	-1.1	0
> CCOc1ccc(Cn2c3ccc(OC)cc3c3nc4ccccc4nc32)cc1
    -4	0	0.2	30*	-9	284	0	-2	-0.5	3
> CN(CC1COCCO1)c1nc2nonc2nc1N1CCSCC1 (stereo not drawn)
    1	1	0.9	0.9	7	104	1	5	-0.5	5
> CCCC[n+]1ccn(-c2nc3ccccc3nc2[N-]S(=O)(=O)c2ccccc2)c1
    -4	0	0.0	0.9	-6	107	-2	10	0.4	1
> CCOC(=O)c1nnn(-c2ccc(OC)cc2)c1N
    -2	-1	0.0	0.9	2	91	4	-2	0.4	5
> C=C(C)n1c(=O)[nH]c2ccccc21
    3	-3	0.1	-1.9	-2	97	-4	-1	0.1	1
> Cc1ccc(NC2=C(Cl)C(=O)OC2OC(C)C)cc1 (stereo not drawn)
    -3	7	0.2	-2.9	8	102	1	0	-0.9	-9
> COc1cc(OC)cc(-c2cn[nH]c2N)c1
    0	0	0.1	1.6	8	84	-1	-2	0.3	1
> CCC(C)Sc1cc(C(F)(F)F)c(C(=O)Nc2ccc(Cl)cc2)cn1 (stereo not drawn)
    -3	6	0.1	-1.2	-6	99	-2	5	-0.6	0
> COc1ccc(S(=O)(=O)N2CCC3(CC2)OCCN3S(=O)(=O)c2ccc(C)cc2)cc1OC
    1	10	1.0	-0.4	-5	98	6	13	0.2	-3
> CCOC(=O)c1nn(-c2ccc(F)cc2)c2nc(CC(C)C)c(C#N)c(=O)n12
    -2	-5	0.6	4.0	2	92	-1	16	-2.7	-3
> COc1cccc(C2NC(=O)NC(C)=C2C(=O)Nc2ccc(C)cc2)c1 (stereo not drawn)
    1	2	-0.2	0.3	-10	101	-7	6	-0.1	-4
> Cc1cc(=O)[nH]c(N)n1
    2	2	0.0	-1.4	-4	95	-1	-6	-0.2	1
> O=[N+]([O-])c1cccc(C2=NC(c3ccccc3)CO2)c1 (stereo not drawn)
    -1	11	-0.1	-1.3	-1	93	9	6	-0.2	3
> Cc1cccc(C)c1OCC(O)CN1CCC(CN2C(=O)c3cccc4cccc(c34)C2=O)CC1 (stereo not drawn)
    15	5	0.5	-1.6	-21	91	4	-3	-1.5	-9

Other records:
Value order – N-glyco inh	Exocytosis inh	aDG glyco up	MC4R ag barr	H9c2 protect	ABCB6 inh 2	ABHD5 PLIN5 PPI	MC4R antag cAMP	iPSC survival up	HTR2A ag
> CCCCn1c(SCC2CCCO2)nc2cc(S(N)(=O)=O)ccc21 (stereo not drawn)
    0	2	0.0	1.9	-10	105	0	18	0.9	9
> CC(=O)c1cccc(NC(=O)/C(=C\c2cccnc2)NC(=O)c2ccco2)c1
    1	-2	-0.2	-3.6	-2	95	-2	6	-2.8	8
> Cc1ccccc1-n1c(SCC(=O)NCC2CCCO2)nnc1-c1ccncc1 (stereo not drawn)
    2	0	0.0	-2.1	2	100	-3	3	-0.5	-2
> C/C=C(\C)CN1CCC(n2nccc2NC(=O)CCOc2ccccc2)CC1
    -1	-2	-0.5	3.4	10	104	16	5	-0.3	-4
> COc1cccc(CNC(=O)CSC(=S)N2CCCC2)c1
    2	1	-0.1	0.1	8	92	-3	-4	0.5	10
> Cc1nnc(Sc2nc3c(c(=O)n(C)c(=O)n3C)n2Cc2ccccc2Cl)s1
    0	-2	-0.1	0.0	13	101	-1	0	0.4	3

Source: PubChem
